APP 5UTR inh: inhibitors of APP translation via 5'UTR reporter, primary screen, APP 5'UTR luciferase, SH-SY5Y cells; SH-SY5Y APP 5'UTR-luciferase reporter, luminescence; inhibition, % at 2 µM; 190,000 compounds, 0.82% hits; AID 1285, 2008;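 active = inhibition above a set limit, derived from the sample mean plus 3 SD, cut at about 45% in these data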; note: values of inactives mirror those of a sister screen read the other way
FLuc stim CS: FLuc activators, initial screening, artefact control for FLuc-dependent activation tests, biochemical, ATPlite luminescence | 200,000 tested, under 10 active | ATPlite luciferase biochemical, 10 min; 0 = ATP-free wells, 1 = DMSO control | activation factor at 10 µM | Luciferin 4-monooxygenase (Photinus pyralis), P08659;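 active = luciferase activation factor, scaled between plate controls, of at least 2 with compound at 10 µM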
Target sequence (P08659 whole entry, looked up): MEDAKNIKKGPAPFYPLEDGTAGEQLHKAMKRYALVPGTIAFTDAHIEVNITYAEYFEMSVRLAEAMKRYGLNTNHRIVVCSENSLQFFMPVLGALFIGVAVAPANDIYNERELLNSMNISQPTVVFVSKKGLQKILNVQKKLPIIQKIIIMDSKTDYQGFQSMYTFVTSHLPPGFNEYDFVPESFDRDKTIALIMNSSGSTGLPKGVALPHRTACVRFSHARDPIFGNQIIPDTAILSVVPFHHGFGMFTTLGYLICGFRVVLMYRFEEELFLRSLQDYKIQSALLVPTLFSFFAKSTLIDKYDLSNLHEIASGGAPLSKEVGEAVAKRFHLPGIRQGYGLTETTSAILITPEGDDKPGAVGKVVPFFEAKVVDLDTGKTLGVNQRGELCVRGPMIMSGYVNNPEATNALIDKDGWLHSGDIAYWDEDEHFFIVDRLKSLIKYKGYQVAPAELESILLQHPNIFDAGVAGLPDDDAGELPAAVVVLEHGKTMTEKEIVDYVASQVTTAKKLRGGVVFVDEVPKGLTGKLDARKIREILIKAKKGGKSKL
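Assay system: Luciferase/luciferin detection reagent, cell-free biochemical luciferase assay / Read-out: luciferase activation / Benchmarks: No-ATP low control, compound-free enzyme-plus-ATP high control / Medium: PBS buffer for ATP / Detection: luminescence measurement of luciferase light output / Schedule: 10 min at ambient temperature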
DTT redox prof: compounds producing H2O2 with reducing agent – biochemical, NIH compound library profiling, artefact control for MLSCN library redox annotation, primary screen; DTT-dependent redox cycling H2O2, phenol red/HRP absorbance; 100% = 100 µM peroxide control, 0% = buffer; activation, % at 10 µM; 200,000 compounds, 0.03% hits;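 active = activation of at least 50% relative to the plate's high and low controls in the primary single-dose screen; inactive = activation below 50%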;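 note: compound incubated with DTT at 0.8 mM final as the reducing agent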
FLuc inhib CS: firefly luciferase enzyme inhibitors, primary screen, artefact control for luciferase-based inhibitor screens, biochemical, luminescence, ATPLite; 200,000 compounds, 1.5% hits; inhibition, % at 10 µM; 10 min; Luciferin 4-monooxygenase (Photinus pyralis), P08659;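 active = inhibition above about 50% when tested at 10 µM, limit read from the data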
STAT1 act: STAT1 signaling activators, primary screen, cell-based, HTS, luciferase reporter; NIH 3T3 STAT1-luciferase reporter, IFN-gamma, luminescence; 100% = IFN-gamma alone, no compound; activation (% of control), % at 5.5 µM; 200,000 compounds, 2.6% hits; AID 932, 2007;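 active = activation above the screen-wide mean activation plus 3 SD, cut at about 130% in these data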;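 note: raw ratio to IFN-gamma control signal so 100% means no change and 0% no light; values of inactives mirror those of a sister screen read the other way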
NF-kB neuron act: activators of NF-kB expression in neurons, primary screen, cell-based, HTS | 190,000 compounds, 1.6% hits | human neuronal cells, NF-kB reporter expression; stronger effect = higher value | fold change at 12.5 µM | AID 1239, 2008; in the data active = fold change above about 3.3
G6PDH CS: L. mesenteroides G6PDH inhibitors, counter-screen for G6PDH-coupled screening assays, biochemical, Leuconostoc mesenteroides enzyme. glucose-6-phosphate dehydrogenase [Leuconostoc mesenteroides]. Purified L. mesenteroides G6PDH, diaphorase/resazurin coupled fluorescence, 45 min. inhibition, % at 5 µM. 200,000 compounds, 0.12% hits. AID 1020, 2008; in the data active = inhibition above about 50%
HMGR II inh: inhibitors of E. faecalis class II HMGR, primary screen, biochemical, Enterococcus faecalis. HMG-CoA reductase (Enterococcus faecalis, mvaE). purified E. faecalis HMGR, NADPH absorbance 340 nm kinetic. inhibition, % at 10 µM. 190,000 compounds, 0.41% hits. AID 1066, 2008;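 active = inhibition above a set limit, the median over all tested compounds plus 3 SD, cut at about 9.5% in these data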;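 note: enzyme runs in reverse so mevalonate oxidation gives rising NADPH absorbance; 0% = complete reaction with DMSO and 100% = background rate lacking mevalonate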
Hsp70 activator: Hsp70 transcriptional activators, primary screen, cell-based, HeLa, Hsp70 promoter luciferase, luminescence, 10 µM; activation, % at 10 µM; 200,000 compounds, 0.04% hits; HeLa Hsp70 promoter luciferase reporter; scaled: vehicle 0, proteasome-inhibitor control 100%;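 active = activation above the mean across all tested compounds plus 3 SD, cutoff set per campaign, cut at about 5.5% in these data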;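 note: 100% = MG132 at 30 µM as the positive control and 0% = DMSO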
APP 5'UTR act: activators of APP 5'UTR luciferase reporter, primary screen, SH-SY5Y cells. SH-SY5Y APP 5'UTR luciferase reporter, luminescence; zero percent = DMSO vehicle wells. activation, % at 2 µM. 190,000 compounds, 1% hits;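 active = activation above a set limit, based on mean plus 3 SD of controls, cut at about 140% in these data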; note: values of inactives mirror those of a sister screen read the other way
An asterisk follows results filed as active; . = not tested or not shown. Outcome played no part in choosing rows (roughly 5.3% active in at least one column).

SMILES,APP 5UTR inh,FLuc stim CS,DTT redox prof,FLuc inhib CS,STAT1 act,NF-kB neuron act,G6PDH CS,HMGR II inh,Hsp70 activator,APP 5'UTR act
O=C(NCCN1CCOCC1)C1CCN(Cc2ccccc2O)CC1,23,1.1,0.6,-8,99,1.1,-3,-3,-0.1,-23
C=CCSc1nc2[nH]ncc2c(=O)[nH]1,-7,1.1,-1.4,-6,108,1.2,4,4,-0.2,7
Cc1ccc(CSc2nnc(-c3ccncc3)n2C)cc1,-10,1.1,-17,-10,95,1.1,4,-2,0.1,10
O=C(c1ccc(N2C(=O)C3CC=C(Cl)CC3C2=O)cc1)N1CCOCC1 (stereo unspecified),5,1.1,-1.4,-9,88,1.1,2,-10,-0.1,-5
CC(=O)c1c(C(C)=O)c(C)n(Cc2ccccc2)c1C,-22,1,1.6,-4,84,0.93,5,2,-0.2,22
CCN(CC)CCCN1C(=O)CSC1c1ccc2c(c1)OCO2 (stereo unspecified),-11,1,0.7,-2,100,0.96,10,-5,0.0,11
CCSc1nc(=S)n(Cc2ccccc2)c(C)c1C(C)=O,-8,1.1,-0.2,-9,95,1.2,6,-2,0.1,8
Cn1c(=O)c2c(nc(OCc3ccccc3)n2C)n(C)c1=O,-2,1,0.6,-4,103,1.1,0,-2,-0.2,2
O=C(CCS(=O)(=O)c1ccc(Cl)cc1)N1CCN(c2ccccc2F)CC1,9,1,-0.2,-2,102,0.92,6,-1,-0.1,-9
CCOc1ccc(NC(=O)CN2CCN(CC(=O)Nc3cc(OC)cc(OC)c3)CC2)cc1,-8,1.1,-1.4,-7,98,1.1,4,1,-0.2,8
COc1ccc(-c2[nH]ncc2C2N=C(N)Nc3nc4ccccc4n32)cc1 (stereo unspecified),32,1.1,-0.8,-6,108,1.1,1,-5,-0.2,-32
Oc1ccccc1CNc1ccc2c(c1)OCCO2,-23,0.8,-0.2,18,92,2.1,16,5,-0.2,23
COCCn1nnnc1C(c1ccccc1OC)N1CCc2ccccc2C1 (stereo unspecified),-7,.,0.6,.,94,.,.,.,0.1,7
O=C(CN1CCCCCC1)NCC1CCCO1 (stereo unspecified),4,1.1,-0.1,-7,98,1.3,11,-1,-0.5,-4
CC1CCC(C(=O)NNC(=O)c2cc(-c3ccco3)[nH]n2)CC1 (stereo unspecified),0,1,-0.1,-2,106,1.5,3,-3,-0.3,0
Cc1ccc(-c2nn3c(C)nnc3s2)cc1NC(=O)c1ccc(-c2ccc(Cl)cc2Cl)o1,10,1,0.5,4,100,0.84,2,2,0.2,-10
O=C(Cn1c(=O)oc2cc(S(=O)(=O)N3CCCC3)ccc21)NCc1ccc(F)cc1,11,1.1,-1.4,-5,102,0.76,8,-3,-0.1,-11
Cc1ccc2c(c1)c1c(n2C)-c2[nH]ncc2CC1,-4,1,11,-5,101,2.1,8,-9,0.2,4
CCCN1CCN(CCCNC(=O)Cn2ncc3c4ccccc4n(C)c3c2=O)CC1,-6,1,0.0,-1,94,0.95,0,-7,-0.4,6
COCCn1c(C)cc(C(=O)COc2cccnc2[N+](=O)[O-])c1C,-46,1,-1.2,5,87,0.74,9,0,-0.3,46

SMILES,APP 5UTR inh,FLuc stim CS,DTT redox prof,FLuc inhib CS,STAT1 act,NF-kB neuron act,G6PDH CS,HMGR II inh,Hsp70 activator,APP 5'UTR act
Cc1ccc(C)c2[nH]c(=O)c(CN(CC3CCCO3)S(=O)(=O)c3ccc4c(c3)OCCO4)cc12 (stereo unspecified),-5,1,4.0,-2,94,0.98,5,-6,-0.3,5
NC(N)=NCCC[C@H](NC(=O)OCc1ccccc1)C(=O)O,-13,1.1,-0.5,-6,92,1.1,10,5,-0.4,13
CCOc1ccccc1N1CCN(Cc2c(C)n(C)n(-c3ccccc3)c2=O)CC1,4,1,-1.6,-2,96,0.98,5,-5,-0.1,-4
O=C(Nc1cccs1)Nc1c(F)c(F)c(F)c(F)c1F,-19,1,0.2,1,77,0.93,3,-8,-0.4,19
CC(=O)c1ccc(N2CCN(S(=O)(=O)c3ccccc3)CC2)c(F)c1,2,1,-1.2,-2,101,1,4,1,-0.3,-2
CC(C)OC(=O)c1ccc(Cn2nnc3ccccc3c2=O)cc1,-4,1,0.1,4,99,1.5,15,0,-0.4,4
CCOC(=O)c1oc2ccc(Br)cc2c1NC(=O)CN1CCN(C)CC1,-14,1,2.8,3,97,0.8,5,-9,-0.4,14
CCOC(=O)CCSc1cc(C)c2ccccc2n1,4,1,-0.8,-5,101,.,-1,-2,-0.1,-4
CC(C)[C@H](NC(=O)c1ccccc1)C(=O)OCC(=O)NCCc1ccc(F)cc1,-16,1.1,-0.1,-6,104,0.82,7,-1,-0.2,15
CC1CN(CCC(=O)Nc2ccc3c(c2)OCO3)CC(C)O1 (stereo unspecified),0,1.1,2.6,-6,94,1.2,8,-6,-0.2,0
COc1ccc(CC(CC(=O)O)C(=O)Nc2ccc(OC)cc2)cc1 (stereo unspecified),-25,1.1,1.7,-9,96,1,1,1,-0.3,25
CC1(C)Cc2c(c(N3CCOCC3)nc3sc4c(NCc5ccccc5)nnnc4c23)CS1,-16,1.1,-0.5,-9,100,0.59,3,-4,-0.3,16
COc1ccccc1OCc1ccc(C(=O)Nc2ccccc2F)cc1,-30,1,0.6,4,111,1.3,-16,-3,0.1,30
Cc1c(Nc2ccc(C=O)cc2)c(=O)n(-c2ccccc2)n1C,23,1.1,0.3,-6,102,0.85,1,-2,0.0,-23
COc1cc2c(cc1OC)CN(C(=O)CCN1C(=O)C3CCCCC3C1=O)CC2 (stereo unspecified),-18,1.1,-2.3,-9,97,1.3,10,-1,-0.1,18
CCc1nnc(NC(=O)CCN2C(=O)c3ccccc3C2=O)s1,0,1,-0.3,0,100,1.3,14,-2,-0.2,0
O=C(CCCCCCCC(=O)NCC1CCCO1)NCC1CCCO1 (stereo unspecified),-5,1,0.8,0,91,0.9,2,-4,-0.3,5
CCN(CC)C(=O)C1CCCN(c2ccc([N+](=O)[O-])cc2/C=N/NC(=O)c2ccccc2)C1 (stereo unspecified),6,1,-0.8,-1,97,0.37,6,-8,-0.3,-6
CCOc1ccc(C(NC(=O)c2ccco2)c2ccc(OC)c(OC)c2)cc1 (stereo unspecified),20,1,-3.1,-2,95,0.91,-1,0,-0.1,-20
COc1ccc(CNC(=O)CN(C(=O)CCC(=O)Nc2ccccn2)c2ccccc2OC)cc1,9,1.1,1.9,-5,95,1,2,2,0.1,-9

SMILES,APP 5UTR inh,FLuc stim CS,DTT redox prof,FLuc inhib CS,STAT1 act,NF-kB neuron act,G6PDH CS,HMGR II inh,Hsp70 activator,APP 5'UTR act
c1nnnn1C12CC3CC(CC(C3)C1)C2,8,1,12,2,104,1.1,-2,-2,-0.3,-8
O=C(N/N=C/c1cccc(O)c1)c1ccc(COc2ccc3c(c2)CCC3)o1,-13,1,0.1,-3,128,1,0,2,0.4,13
CCOc1ccc(/C=N/NC(=O)c2ccc(CSc3nc4ccccc4[nH]3)cc2)cc1,-9,0.9,-0.1,6,100,0.91,18,-2,-0.3,9
CC(C)CC[n+]1ccn(-c2nc3ccccc3nc2[N-]S(=O)(=O)c2ccccc2)c1,12,0.6,-4.8,41,92,1,10,5,-0.1,-12
O=C(CSc1ncn[nH]1)c1ccc2c(c1)OCCO2,-24,0.9,0.5,6,97,1.3,-10,-3,0.6,.
CCc1ccc(C(=O)Nc2cc3c(cc2Cl)OCCCO3)cc1,-89,0.9,-5.2,13,150*,4.6*,4,-1,0.2,89
O=C(Cn1nnc2ccccc2c1=O)NCc1ccc(Cl)cc1,6,1,-0.1,-1,108,0.96,7,-5,-0.2,-6
Cc1cccc(OCCc2c(C)[nH]c(=S)[nH]c2=O)c1,5,1,-0.1,2,98,0.84,0,-5,0.0,-5
COc1ccccc1NC(=O)CSCC(N)=O,-5,1,-0.4,-3,99,1.3,2,-5,-0.1,5
CCN(CC)C(=O)CSc1nnc(CNc2ccc(F)cc2)n1Cc1ccco1,.,1,0.1,-5,95,0.89,-10,-2,-0.3,.
CC(C)(C)C(=O)Oc1ccc2cc(-c3ccc4ccccc4n3)c(=O)oc2c1,-67,1,-0.3,-2,94,1.6,-20,-7,-0.1,67
OC(COc1ccccc1)CN1CCN(c2ncccn2)CC1 (stereo unspecified),-6,1.1,10,-9,110,1.3,6,-5,0.0,6
O=C(O)c1ccc(Cl)c(S(=O)(=O)NCC2CCCO2)c1 (stereo unspecified),57*,1.1,0.6,-6,94,1.1,-1,-4,-0.4,-57
COc1ccc(-c2nnc(NC(=O)CSc3ccccc3)s2)cc1OC,0,1.1,0.1,-6,97,1.3,0,1,-0.3,0

Some of the entries above, reformatted:
CCN(CC)C(=O)CSc1nnc(CNc2ccc(F)cc2)n1Cc1ccco1
  APP 5UTR inh = .
  FLuc stim CS = 1
  DTT redox prof = 0.1
  FLuc inhib CS = -5
  STAT1 act = 95
  NF-kB neuron act = 0.89
  G6PDH CS = -10
  HMGR II inh = -2
  Hsp70 activator = -0.3
  APP 5'UTR act = .
COc1ccc(-c2nnc(NC(=O)CSc3ccccc3)s2)cc1OC
  APP 5UTR inh = 0
  FLuc stim CS = 1.1
  DTT redox prof = 0.1
  FLuc inhib CS = -6
  STAT1 act = 97
  NF-kB neuron act = 1.3
  G6PDH CS = 0
  HMGR II inh = 1
  Hsp70 activator = -0.3
  APP 5'UTR act = 0

Compound activity deposited in PubChem BioAssay by several laboratories.
